GLP-1R inv ag: inverse agonists of human GLP-1 receptor; P43220; HEK293 GLP-1R CRE-luciferase, luminescence, 24 h; GLP-1R form is constitutively active; Potency, µM (series often up to 38.3 µM), without a hit: at the highest dose activity change, negative = inhibition, actives largely listed as inhibitors; actives 1.6% (n = 410,000); note: potency is the fitted concentration of half-maximal effect; % is set by controls: 0 for no effect and ±100 for the full control effect; nearly all actives have a fitted effect of over 55% in size
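HEK293 cells stably co-expressing a cAMP-responsive luciferase reporter and constitutively active GLP-1R were seeded, incubated 12 h, then exposed to compounds for 24 h at 37 C. Luminescence was read 12 min after detection reagent; inverse agonists lower signal.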
TDP43 rescue: TDP-43 toxicity inhibition in yeast; TDP-43 expressing yeast growth rescue, BacTiter-Glo, 24 h; actives 1.8% (n = 410,000); Potency, µM (series often up to 46.1 µM), without a hit: at the highest dose growth rescue (activation), actives largely listed as activators; note: potency is the fitted concentration of half-maximal effect; % of control where 0% means no effect; nearly all actives have a fitted effect of over 50% in size
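Readout is BacTiter-Glo luminescence of cell growth, so inhibitors register as activators. TDP-43-expressing yeast at OD600=0.02 in galactose medium, after raffinose pregrowth to mid-log, were incubated with compound for 24 hr at 30 deg C.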
DRD3 agonist: activates the human D3 dopamine receptor. P35462. D3R DiscoveRx beta-arrestin cells, luminescence, 90 min. max activation, %. actives 0.58% (n = 410,000); in the data active = max activation above about 30%; note: 0% is about no effect; mostly tested at two doses, the higher about 12 µM
Target sequence (P35462 whole entry, looked up): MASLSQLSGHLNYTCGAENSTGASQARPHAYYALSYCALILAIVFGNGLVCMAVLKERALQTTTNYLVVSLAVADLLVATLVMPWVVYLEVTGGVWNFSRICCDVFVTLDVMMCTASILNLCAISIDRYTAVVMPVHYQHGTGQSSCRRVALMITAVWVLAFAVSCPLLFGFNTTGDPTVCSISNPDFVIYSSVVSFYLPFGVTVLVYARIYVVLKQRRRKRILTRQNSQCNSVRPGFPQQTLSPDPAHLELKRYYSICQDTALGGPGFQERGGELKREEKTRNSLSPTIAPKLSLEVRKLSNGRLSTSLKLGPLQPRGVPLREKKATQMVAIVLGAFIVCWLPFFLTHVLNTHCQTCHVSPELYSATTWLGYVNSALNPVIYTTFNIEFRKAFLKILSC
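Cells at 1500/well, incubated overnight, then treated with pinned compounds (dopamine as control) for 90 min at 37 degrees C. DiscoveRx reagent added for 30 - 60 minutes at room temperature; luminescence read.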
GLP1R ag: agonists of human GLP-1 receptor | HEK293 GLP-1R CRE-luciferase, luminescence, 4-6 h; cells express a hypersensitive GLP-1R form | AID 624172 | actives 0.007% (n = 380,000) | Potency, µM (series often up to 45.6 µM), for the others: at the top dose activation, hits mostly activators | P43220; note: potency is the fitted concentration of half-maximal effect; % of control where 0% means no effect
PTHR1 ag: activates the human parathyroid hormone receptor PTHR1. Q03431. HEK293 GP2 PTHR1 cells, GloSensor cAMP luminescence, 1 h. Potency, µM (top dose mostly 115 µM), inactives show at the top dose activation, hits mostly activators. actives 0.075% (n = 410,000); note: potency is the fitted concentration of half-maximal effect; nearly all actives have a fitted effect of over 55% in size; some results filed as inactive show a strong effect at the top dose; inactives centre near -15; many of its hits are not listed in these tables
Target sequence (Q03431 whole entry, looked up): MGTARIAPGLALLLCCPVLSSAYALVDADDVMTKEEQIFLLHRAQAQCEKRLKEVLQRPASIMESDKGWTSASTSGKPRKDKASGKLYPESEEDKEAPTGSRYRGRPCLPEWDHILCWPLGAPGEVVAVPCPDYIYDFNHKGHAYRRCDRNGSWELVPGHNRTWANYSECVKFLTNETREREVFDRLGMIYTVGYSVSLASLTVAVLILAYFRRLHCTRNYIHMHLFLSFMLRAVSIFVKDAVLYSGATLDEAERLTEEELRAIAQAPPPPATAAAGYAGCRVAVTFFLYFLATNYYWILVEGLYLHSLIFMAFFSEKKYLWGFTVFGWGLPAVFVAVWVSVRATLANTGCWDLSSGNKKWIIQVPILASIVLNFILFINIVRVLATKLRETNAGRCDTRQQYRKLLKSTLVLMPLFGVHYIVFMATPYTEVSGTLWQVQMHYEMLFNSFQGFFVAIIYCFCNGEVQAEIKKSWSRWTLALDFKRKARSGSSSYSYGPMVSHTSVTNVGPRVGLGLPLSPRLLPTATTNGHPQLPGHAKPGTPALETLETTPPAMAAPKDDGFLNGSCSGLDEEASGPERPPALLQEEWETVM
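HEK-293-derived GP2 cells expressing PTHR1 and a GloSensor cAMP reporter, 3,000/well, plated overnight, given luciferin plus IBMX (each 0.5 mM as added) for 1 h at 37 °C, then compound for 1 h at 37 °C. Luminescence was read after 15 min at room temperature.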
HEK293 tox: cytotoxic in the GLP-1 receptor inverse agonist counter-screen | AID 624418 | HEK293 cAMP-luciferase reporter cells, luminescence, 24 h | Potency, µM (highest dose often 38.3 µM), for the others: top-dose activity change, negative = inhibition, actives largely listed as inhibitors | actives 0.13% (n = 410,000);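 note: loss of luciferase light is scored as toxicity; potency is the fitted concentration of half-maximal effect; % is set by controls: 0 for no effect and ±100 for the full control effect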
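To flag toxic compounds, the library was rerun on cells for 24 hr at 37 deg C and 5% CO2. Viability-linked luminescence was captured 12 min after adding luciferase detection reagent.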
D3 antag: blocks the human D3 dopamine receptor; P35462; D3R cells, DiscoveRx beta-arrestin luminescence, antagonist mode; active compounds read low; max response, negative = inhibition, %; actives 2.5% (n = 360,000); AID 652054; in the data active = max response below about -50%; inconclusive = no clear call, values can overlap the other calls; note: % is set by controls: 0 for no effect and ±100 for the full control effect; mostly tested at two doses, the higher about 12 µM
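Cells expressing the human receptor were seeded at 1500 cells/well, incubated overnight at 37 degrees C in 5% CO2, then exposed to library compounds with dopamine controls for 90 minutes at 37 degrees C before luminescent detection.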
KB-V1 MDR tox: kills drug-selected multidrug resistant KB-V1 cells | actives 3.4% (n = 400,000) | KB-V1 MDR cells viability, CellTiter-Glo, 72 h | Potency, µM (titrated, usually from 46.1 µM), inactives show top-dose activity change, negative = cytotoxicity, usual class: cytotoxic | AID 1347076; note: potency is the fitted concentration of half-maximal effect; % is set by controls: 0 for no effect and ±100 for the full control effect; nearly all actives have a fitted effect of over 60% in size
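Following 72 h at 37 degrees C with compound, KB-V1 cell viability was read by CellTiter-Glo luminescence, medium being phenol-red-free DMEM plus 10% FBS; concentration-response parameters came from normalized, curve-fitted qHTS data.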
aSyn rescue: rescues yeast growth from alpha-synuclein toxicity. Yeast expressing alpha-synuclein, growth rescue, BacTiter-Glo, 24 h. Potency, µM (top dose mostly 46.1 µM), without a hit: at the top dose growth rescue (activation), usual class: activators. actives 0.14% (n = 370,000); note: potency is the fitted concentration of half-maximal effect; % of control where 0% means no effect; nearly all actives have a fitted effect of over 65% in size
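Galactose-induced alpha-syn yeast (OD600=0.02, raffinose-pregrown) + pinned cpd, 24 hr, 30 deg C; growth by BacTiter-Glo luminescence. Growth restoration scores as activation.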
* marks the source's active call; other numbers are inactive results; i = inactive; ? = inconclusive; / = no result given; [ ] = remark or other dose. Unless noted, calls come from the whole dose curve; as a rule, active = well fitted curve in the direction sought with a large enough effect; inconclusive = small, poorly fitted or top-dose-only effect, or another doubt; inactive = no such curve, though single readings can be large; an effect the other way counts as inactive or inconclusive.

SMILES	GLP-1R inv ag	TDP43 rescue	DRD3 agonist	GLP1R ag	PTHR1 ag	HEK293 tox	D3 antag	KB-V1 MDR tox	aSyn rescue
N/C(=N\OC(=O)Cc1ccccc1)c1ccccc1Cl	-31.3%	?	-4.4	4.7%	i	-0.2%	-3.7	?	-5.4%
O=C(Cn1cnc2ccccc21)c1ccccc1	9.2%	3.2%	-5.6	3.4%	-87.0%	-7.2%	6.4	0.0%	7.1%
COc1ccc(NC(=O)CSc2nnnn2C2CCCCC2)cc1	-17.7%	-0.3%	2.3	12.4%	-7.4%	-7.1%	-2.3	?	1.5%
CN(CC(=O)NCCc1ccc(S(N)(=O)=O)cc1)S(=O)(=O)c1ccc(Br)s1	0.6%	-4.8%	6.3	5.2%	-13.2%	3.9%	-3.4	22.2%	-2.0%
CC(C)(C)N1C(=O)[C@H]2[C@@H](c3ccc(Br)cc3)N3C(=O)N(c4cccc(F)c4)C(=O)[C@@]3(Cc3ccccc3)[C@H]2C1=O	?	6.0%	24.0	-0.1%	-5.0%	11.2%	6.7	-8.0%	-0.1%
Cc1ccc(S(=O)(=O)N/N=C/c2cc([N+](=O)[O-])ccc2O)cc1[N+](=O)[O-]	102.3%[activator]	?	-1.3	0.7%	-4.1%	-12.3%	-16.9	-1.7%	-12.5%
O=c1c(Cl)c(N2CCN(S(=O)(=O)c3ccc(F)cc3)CC2)cnn1-c1cccc(Cl)c1	?	-14.8%	-3.3	-3.8%	-3.1%	-14.1%	-2.9	-13.5%	8.0%
COc1ccc(Cl)cc1-n1cc(-c2ccccc2)nc1SCC(=O)Nc1ccc(C)cc1	?	0.0%[9.22 µM]	-6.5	/	i	0.1%	/	-2.5%	/
CC1(C)C2CCC13CS(=O)(=O)N[C@@H]3C2 (stereo not given in full)	0.0%	-0.7%	0.7	-1.0%	i	-11.0%	2.5	13.5%	-1.1%
CCOC(=O)C1=C(C)NC(=S)NC1c1ccc(-c2cccc(Cl)c2C)o1 (stereo not given)	?	21.1%	1.2	0.9%	-8.5%[57.5 µM]	?	0.0	?	7.6%
O=C(CNS(=O)(=O)c1ccc(F)cc1)Nc1ccccc1	0.5%	16.3%	-3.8	-1.1%	-8.4%	-3.2%	-0.8	?	-8.9%
CCC(C)c1ccccc1OCCOCCN1CCCC1 (stereo not given)	?	9.0%	-25.2	-4.6%	i	3.2%	-52.1*	?	-3.3%
COc1ccc(-n2cc(CNCCc3ncc(C)[nH]3)c(-c3ccccc3Cl)n2)cc1	?	-11.7%	-3.0	6.3%	i	-2.4%	-18.8	3.7%	2.4%
Cc1ccc(OCCOc2cccc(/C=N/NC(N)=O)c2)cc1	58.1%[activator]	-11.0%	5.6	4.2%	i	6.6%	12.4	1.4%	-1.4%
N#C/C(=C\c1c(Oc2ccc(Cl)cc2)nc2ccccn2c1=O)C(=O)NC1CCS(=O)(=O)C1 (stereo not given)	-30.5%	11.6%	-20.5	3.1%	-35.2%[inhibitor]	113.8%[activator]	2.6	-19.1%	-0.1%
NC(=O)c1cc(S(=O)(=O)NCC2CCC(C(=O)Nc3cccc(Cl)c3)CC2)cs1 (stereo not given)	5.6%	-1.3%	-12.9	/	i	5.8%	/	?	/
O=C1CN(C(=O)COc2c(F)c(F)cc(F)c2F)c2ccccc2N1	22.5%	26.2%	1.1	5.6%	-15.9%	-9.3%	12.2	-10.9%	1.8%
CC1(C)Cc2c(cnn2-c2cccc(F)c2)C(NC(=O)c2csnn2)C1 (stereo not given)	?	?	-6.7	4.6%	i	-12.2%	7.0	-12.5%	3.2%
N#CC1=C(S)N=C(N)C(c2nc(-c3ccccc3)cs2)C12CCCCC2 (stereo not given)	26.5%	5.9%	-7.0	-15.3%	-13.2%	-2.7%	-19.8	6.3%	5.0%
COCCSc1ccccc1C(=O)NCCc1ccccc1	-2.3%	16.4%	2.8	13.0%	i	5.6%	5.4	-11.3%	5.6%
Brc1ccc2c(c1)NC(c1cccnc1)=NC(c1ccccc1)=N2	9.6%	35.5µM*	6.0	/	i	2.9%	/	?	/
Cc1ccc2c(c1)-c1c(cnn1CC(=O)N(CCC#N)c1ccccc1)CO2	6.0%	15.9%	-0.8	15.4%	-15.5%	1.2%	?	8.4%	-13.2%
CCOC(=O)c1c(-c2ccc(F)cc2)csc1NC(=O)CCN1CCOCC1	-3.0%	-1.1%	7.3	3.2%	-12.3%	-0.8%	7.2	14.6µM*	4.1%
c1ccc2c(c1)NC(c1ccncc1)n1c-2nc2ccccc21 (stereo not given)	?	20.3%	1.1	0.5%	i	13.9%	16.3	2.6%	4.0%
COc1cccc(CNC(=O)c2c(C)oc3nc(C)nc(N4CCOCC4)c23)c1	-7.9%	10.7%	-11.4	/	-35.1%[inhibitor]	2.7%	/	/	/
COc1ccc(CNS(=O)(=O)c2ccc3c(c2)N(C(C)=O)CCO3)cc1	3.3%	-2.8%	0.1	-0.9%	i	4.5%	0.5	-1.2%	0.9%
COc1c2n(C)ccc3c-2n(c(=O)c1=O)c1ccccc31	0.7%	0.8%	-1.2	-6.1%	-19.3%	-13.2%	-4.0	?	1.1%
CCc1noc(C)c1C(=O)Nc1cc(Cl)ccc1-n1cncn1	5.8%	18.2%	5.8	-3.0%	-0.1%	1.9%	12.6	0.3%	-4.7%
Cc1[nH]c2ccccc2c1C(=O)C(=O)NCCOc1ccccc1	-2.5%	-0.9%	1.0	5.7%	i	13.2%	6.9	?	8.0%
Cc1cccc(OCc2cc(-c3ccccc3)no2)c1C	?	12.3%	3.3	16.6%	-10.1%	7.2%	12.9	?	-5.8%
CN=C(C)/C(C(=O)OC)=C(/O)c1ccc(Cl)cc1Cl	0.2%	-16.8%	-4.9	5.4%	i	3.7%	-23.6	2.3%	-1.1%
COCCNC(=O)/C(C#N)=C1\N=C(N)c2ccccc21	-12.7%	12.6%	-5.9	4.5%	i	-1.5%[1.53 µM]	-9.8	?	-0.3%
COC(=O)c1ccc(C2NCCc3cc(OC)c(OC)cc32)cc1 (stereo not given)	14.9%	-19.5%	-0.7	-0.1%	i	-2.3%	0.0	11.5%	-1.8%
COC(=O)C1=CNC=C(C(=O)OC)C1c1ccc(C(=O)OC)cc1	0.0%	8.7%	3.3	6.7%	i	115.4%[activator]	-5.1	-29.4%	7.4%
O=C(NCC1CCN(C(=O)c2c(F)c(F)c(F)c(F)c2F)CC1)c1c(F)c(F)c(F)c(F)c1F	-19.7%	12.6µM*	10.2	-13.7%	-20.8%	-2.0%	7.4	-3.7%	12.5%
CCCCNc1c([N+](=O)[O-])ncn1C	12.0%	6.8%	-7.0	3.7%	i	?	-18.7	0.3%	-2.4%
CN(C(=O)c1ccccc1C(=O)OCC(=O)Nc1ccc(S(N)(=O)=O)cc1)c1ccccc1	45.8%[activator]	-1.5%	5.4	6.7%	-8.0%	3.7%	12.6	20.1%	-4.3%
CC1=CCC2C(=O)N(c3nc4ccccc4n3C)C(=O)C2C1 (stereo not given)	15.9%	0.0%	0.1	-10.4%	i	1.6%	-5.8	15.2%	9.6%
O=c1[nH]c(=O)c2cn[nH]c2[nH]1	5.8%	-14.6%	-2.8	-0.2%	-14.3%	0.3%	0.0	14.3%	5.4%
O=C(O)/C(=C\c1ccc(Cl)c([N+](=O)[O-])c1)c1ccc(S(=O)(=O)N2CCCCC2)s1	-2.2%	1.9%	-8.3	-0.9%	i	7.1%	-7.4	-2.5%	-0.2%
COc1cccc(/C=C2/SC(=S)N(CC(=O)NNC(=O)c3ccccc3O)C2=O)c1	3.0%	-2.5%	20.5	8.5%	-17.8%	-15.0%	6.5	-8.7%	2.6%
CCOC(=O)c1cc(-c2ccccc2)sc1NC(=O)C(C)C	-26.0%	4.7%	-0.2	6.6%	-44.3%[inhibitor]	4.4%	11.5	1.9%	11.6%
Cc1ccccc1NC(=O)c1c(C)oc2ccc(O)c(CN3CCCC3)c12	?	12.5%	6.5	/	-1.2%	-11.1%	/	4.4%	/
CC(=O)Oc1cccc(-c2nc3ccccc3c(=O)o2)c1	-12.8%	19.9%	-3.1	-4.3%	-58.7%[inhibitor]	10.9%	2.3	-22.0%	-7.3%
CC1=CC2=C(OC1N(C)C)c1cccc3cccc(c13)C2=O (stereo not given)	18.8%	-14.3%	-10.6	0.0%	i	?	-51.6*	?	-3.4%
COc1ccc(C(=O)Nc2nnc(SCc3cc(=O)c4cc(C)ccc4[nH]3)s2)cc1OC	5.9%	0.1%	0.6	/	i	-16.8%	/	28.9%	/
C/C(=N/NC(=O)CCc1c(C)n[nH]c1C)c1cccc([N+](=O)[O-])c1	6.6%	15.9%	-2.2	2.5%	i	-13.2%	10.8	20.9%	-0.1%
CC(C)(C)OC(=O)CN1C(=O)NC(Cc2c[nH]c3ccccc23)C1=O (stereo not given)	-0.9%	-0.3%	-0.4	-0.4%	i	-9.9%	-3.2	-27.8%	-1.7%

3 entries from above, set out differently.
Order of values – GLP-1R inv ag	TDP43 rescue	DRD3 agonist	GLP1R ag	PTHR1 ag	HEK293 tox	D3 antag	KB-V1 MDR tox	aSyn rescue
> O=C1CN(C(=O)COc2c(F)c(F)cc(F)c2F)c2ccccc2N1
  22.5%	26.2%	1.1	5.6%	-15.9%	-9.3%	12.2	-10.9%	1.8%
> CCOC(=O)c1cc(-c2ccccc2)sc1NC(=O)C(C)C
  -26.0%	4.7%	-0.2	6.6%	-44.3%[inhibitor]	4.4%	11.5	1.9%	11.6%
> O=c1c(Cl)c(N2CCN(S(=O)(=O)c3ccc(F)cc3)CC2)cnn1-c1cccc(Cl)c1
  ?	-14.8%	-3.3	-3.8%	-3.1%	-14.1%	-2.9	-13.5%	8.0%

Source: PubChem

The list is partial (hit frequency here may not be typical).
